TWEAK-Fn14 inh: blocks TWEAK-Fn14 interaction in a reporter cell assay | TWEAK-stimulated Fn14 reporter cells, luciferase luminescence, 8 h | hit rate 2% among 360,000 | AID 1159606 | inhibition, % at 10 µM; in the data active = inhibition above about 50%
TRAIL sens C8: sensitizes caspase-8 expressing cells to TRAIL | NB7+C8 cells + TRAIL, ATPlite viability luminescence | inhibition (viability loss, TRAIL sensitization), % at 10 µM | hit rate 1% among 360,000;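 active = compounds causing at least 50% loss of cell viability in the single-dose screen, relative to plate controls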
TROY NFkB inh: TROY signaling inhibition; Q293 LMP1-TROYcd NF-kB luciferase reporter, 4 h; inhibition, % at 10 µM; hit rate 0.98% among 360,000;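 active = compounds whose plate-normalised and pattern-corrected inhibition of the luciferase reporter signal at the single screening dose is 50% or more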
NCOA1 inh: inhibits human SRC1 coactivator; HEK293 GAL4-SRC1 luciferase reporter, luminescence; inhibition, % at 3.6 µM; hit rate 0.12% among 360,000; AID 588354;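 active = inhibition above the campaign mean plus 3 SD, with each screening campaign given its own cutoff, cut at about 60% in these data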;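 also: 0% = DMSO treated cells and 100% = gossypol at 36 µM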
Target sequence (Q15788 whole entry, looked up, the tested form may be a part): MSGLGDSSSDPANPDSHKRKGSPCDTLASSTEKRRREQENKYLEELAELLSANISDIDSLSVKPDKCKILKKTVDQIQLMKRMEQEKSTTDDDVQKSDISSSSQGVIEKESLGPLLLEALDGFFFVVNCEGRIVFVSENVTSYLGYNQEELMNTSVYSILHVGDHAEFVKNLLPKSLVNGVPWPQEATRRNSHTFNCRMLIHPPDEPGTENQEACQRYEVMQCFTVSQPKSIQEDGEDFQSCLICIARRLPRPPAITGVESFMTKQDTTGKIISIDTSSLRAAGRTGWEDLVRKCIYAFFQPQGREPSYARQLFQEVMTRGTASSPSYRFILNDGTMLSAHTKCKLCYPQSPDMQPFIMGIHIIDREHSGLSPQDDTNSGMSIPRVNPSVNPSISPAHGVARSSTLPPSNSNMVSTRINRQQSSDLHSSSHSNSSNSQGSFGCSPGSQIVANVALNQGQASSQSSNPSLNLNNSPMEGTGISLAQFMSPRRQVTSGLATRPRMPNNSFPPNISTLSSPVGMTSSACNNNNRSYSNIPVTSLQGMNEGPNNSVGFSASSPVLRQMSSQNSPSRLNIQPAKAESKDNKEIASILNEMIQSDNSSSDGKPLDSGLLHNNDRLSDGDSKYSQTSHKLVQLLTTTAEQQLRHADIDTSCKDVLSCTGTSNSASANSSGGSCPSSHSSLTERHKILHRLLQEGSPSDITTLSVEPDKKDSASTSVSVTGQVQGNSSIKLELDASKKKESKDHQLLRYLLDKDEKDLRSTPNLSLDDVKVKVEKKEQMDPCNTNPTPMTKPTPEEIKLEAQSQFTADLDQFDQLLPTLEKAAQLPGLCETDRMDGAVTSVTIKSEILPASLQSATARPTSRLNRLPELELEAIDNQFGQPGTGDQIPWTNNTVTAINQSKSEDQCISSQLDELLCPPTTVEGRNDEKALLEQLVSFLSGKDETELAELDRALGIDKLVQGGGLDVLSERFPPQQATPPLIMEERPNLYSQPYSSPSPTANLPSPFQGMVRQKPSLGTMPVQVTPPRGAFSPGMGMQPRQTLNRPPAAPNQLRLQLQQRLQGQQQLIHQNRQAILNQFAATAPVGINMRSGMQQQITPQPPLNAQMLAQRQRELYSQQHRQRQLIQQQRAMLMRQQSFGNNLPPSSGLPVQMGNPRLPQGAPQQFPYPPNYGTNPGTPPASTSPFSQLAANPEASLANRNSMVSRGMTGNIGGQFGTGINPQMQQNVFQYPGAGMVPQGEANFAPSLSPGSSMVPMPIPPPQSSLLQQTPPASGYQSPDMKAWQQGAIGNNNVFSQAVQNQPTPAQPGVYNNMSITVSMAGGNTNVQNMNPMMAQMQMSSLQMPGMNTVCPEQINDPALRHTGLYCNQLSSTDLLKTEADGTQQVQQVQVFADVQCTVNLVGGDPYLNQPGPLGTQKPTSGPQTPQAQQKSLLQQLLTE
NR5A2 inv ag: suppresses constitutive activity of human LRH-1; inhibition, % at 3.6 µM; O00482; HEK293T StAR-luciferase reporter, LRH-1 transfected, 24 h; hit rate 0.13% among 360,000;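 active = inhibition above the mean inhibition of all tested compounds plus 3 SD, cut at about 73% in these data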;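 also: 0% = DMSO wells and 100% = reporter-only cells lacking LRH-1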
KKLEB cytotox: CF airway cell cytotoxicity counter-screen. hit rate 0.36% among 360,000. activity change (cytotoxicity), % at 5 µM. KKLEB CF airway cells viability, ATPlite luminescence, overnight; hits give low values; cells stimulated with P. aeruginosa culture filtrate. AID 602141;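 active = corrected activity change at or below -50% at 5 µM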
COUP-TFII inh: NR2F2 (human) inhibition, primary screen. P24468. HEK293T NGFI-A luciferase reporter, luminescence. inhibition, % at 8.6 µM. hit rate 0.7% among 370,000. AID 686940;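 active = inhibition above a per-plate cutoff, mean inhibition of test wells between control levels plus 3 SD, cut at about 38% in these data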;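 also: cells cotransfected with COUP-TFII expression vector driving the NGFI-A reporter; 0% = median of COUP-TF2 test wells and 100% = reporter-only cells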
CF NFkB inh: blocks PAF-induced NF-kB reporter in cystic fibrosis cells; inhibition, % at 5 µM; KKLEB NF-kB-GFP reporter, GFP fluorescence overnight; hit rate 0.86% among 360,000; AID 588850;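 active = at least 50% inhibition at 5 µM, scaled per plate between neutral and stimulator controls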;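 also: PAF is a Pseudomonas aeruginosa culture filtrate used as stimulus; plate controls were PAF-stimulated DMSO wells for no effect and unstimulated DMSO wells for full effect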
NCOA2 inhibitor: inhibits human steroid receptor coactivator 2. HEK293 GAL4-SRC2 luciferase reporter, luminescence. inhibition, % at 9 µM. hit rate 0.17% among 370,000;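 active = inhibition above the mean inhibition of all tested compounds plus 3 SD, set per campaign, cut at about 52% in these data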;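 also: 0% = DMSO treated cells and 100% = cells given Gossypol at 36 µM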
LMP1 NFkB inh: inhibitors of Epstein-Barr LMP1-induced NF-kappaB reporter; LMP1-induced NF-kappaB luciferase reporter cells, luminescence; AID 504558; hit rate 0.69% among 350,000; inhibition, % at 12.5 µM; in the data active = inhibition above about 41%;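 also: 0% = neutral control wells and 100% = reference inhibitor control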
NCOA3 inh: inhibits human SRC3 coactivator; AID 588352; Q9Y6Q9; HEK293 GAL4-SRC3 luciferase reporter, luminescence; hit rate 0.17% among 360,000; inhibition, % at 3.6 µM;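 active = inhibition above a per-campaign cutoff, the mean of all compounds plus 3 SD, cut at about 60% in these data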;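 also: 0% = DMSO-treated cells and 100% = gossypol-treated cells at 36 µM; higher means less SRC3-driven luciferase light from the GAL4 reporter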
An asterisk follows results filed as active; . = no result given.

SMILES | TWEAK-Fn14 inh | TRAIL sens C8 | TROY NFkB inh | NCOA1 inh | NR5A2 inv ag | KKLEB cytotox | COUP-TFII inh | CF NFkB inh | NCOA2 inhibitor | LMP1 NFkB inh | NCOA3 inh
O=C(Oc1cccc(/C=N/Nc2nc(Nc3ccccc3)nc(N3CCOCC3)n2)c1)c1ccco1 | -20 | 44 | -26 | -21 | -65 | -7 | -35 | -4 | -38 | -6 | -6
CCO[C@@H]1OC(C(=O)N2CCCCCCC2)=C[C@H](c2csc3ccccc23)[C@H]1CCCO | 8 | -10 | -5 | -9 | -8 | -9 | -3 | 17 | 1 | 3 | -11
O=C(Cn1cnc2c(NCc3ccccc3)ncnc21)NCc1nc2ccccc2[nH]1 | 15 | -10 | -2 | -1 | -10 | -3 | -24 | 8 | 0 | 5 | -4
CC1CCCCN1CCCNC(=O)c1ccc2c(c1)NC(=O)CN2C (centres undefined) | 20 | 16 | 17 | -7 | 27 | 3 | -2 | 1 | -18 | 4 | -2
NC(=O)c1ccc[n+](CC(=O)Nc2ccccc2C(=O)O)c1 | 3 | -20 | -14 | -21 | 17 | 3 | -8 | -26 | -6 | 21 | -3
CCOc1ccc(N)cc1OC | -3 | 2 | -9 | -19 | -4 | -5 | -20 | 4 | -28 | 1 | 4
COc1ccccc1/C=C/C(=O)OCC(=O)c1c[nH]c2ccccc12 | -9 | 8 | -12 | -1 | -3 | -1 | -8 | 7 | 1 | -20 | -17
COc1ccc(C)cc1NC(=O)CN1C(=O)c2ccccc2S1(=O)=O | -4 | 13 | 6 | 5 | 17 | -13 | 17 | -10 | -9 | -7 | 2
COc1ccc(Cc2nnc(NC(=O)CSc3ccccc3)s2)cc1 | 18 | 1 | -3 | -3 | 21 | -3 | -2 | 6 | -21 | -8 | 9
Cc1cc(C)c(C)c(S(=O)(=O)N[C@@H](C)C(=O)OC(C)C(=O)NC(N)=O)c1C (some centres undefined) | 54* | -3 | 9 | 8 | -10 | 3 | -3 | -12 | 7 | 0 | 18
CCc1cc2c(COC(=O)c3cc(S(=O)(=O)N4CCOCC4)ccc3F)cc(=O)oc2cc1O | 9 | 75* | 45 | -13 | -12 | -11 | 17 | -4 | -2 | 4 | 8
Cc1cc(C)c(NC(=O)CN(C)C(=O)c2ccc(OCc3ccccc3)cc2)c(C)c1 | -8 | -2 | -28 | -50 | -27 | -4 | -26 | -14 | -11 | 2 | -10
O=C(/C=C/c1ccco1)Nc1cc(Cl)ccc1C(=O)O | -7 | -3 | -5 | -13 | -2 | -25 | -19 | 15 | -16 | -5 | -2
COc1ccccc1N1CCN(CC(=O)Nc2ccc3c(c2)OCCO3)CC1 | -10 | 1 | -27 | -3 | 11 | 4 | -9 | -9 | -3 | -25 | 15
O=C(COC(=O)c1cn(-c2ccccc2)nc1-c1cccnc1)NC1CC1 | -7 | -6 | 6 | -3 | 15 | 12 | 4 | -3 | 27 | -6 | 12
COc1ccc(S(=O)(=O)N(C)CC(=O)NCCCN2CCOCC2)cc1C | -17 | 1 | 13 | 0 | -33 | 2 | 5 | 20 | -15 | -10 | 5
O=C(NCC1(N2CCOCC2)CCCCC1)c1ccc(S(=O)(=O)Nc2ccccc2F)cc1 | -4 | 7 | 8 | 6 | -24 | -7 | 11 | -11 | -26 | 1 | 10
CN1OC[C@@H]2CN(C(=O)C(C)(C)C)[C@H](c3cccc(-c4ccccc4)c3)C[C@@H]21 | 0 | -12 | -13 | 9 | 15 | -1 | -5 | 7 | -9 | -1 | 5
C=C(C)CNC(=S)NNC(=O)c1ccc(Br)cc1 | -4 | 23 | -14 | 13 | -15 | 9 | 8 | -8 | 19 | -16 | 7
CSc1nnnn1-c1c(C)cccc1C | 7 | -2 | -7 | -12 | -14 | 10 | 1 | -11 | 18 | 1 | 22
CCOC(=O)c1sc(NS(=O)(=O)c2ccccc2)nc1C | 4 | -8 | -12 | -7 | 12 | -2 | -6 | 10 | 18 | 9 | 6
O=C(O)c1ccc(/C=N/n2c(C3CCCCC3)n[nH]c2=S)cc1 | 5 | -15 | 12 | -11 | 17 | 0 | 15 | 20 | 5 | 1 | 14
COc1cccc(C(=O)c2ccccc2C(=O)O)c1 | -25 | -24 | -13 | 2 | 5 | 0 | -2 | 6 | -22 | . | 16
COc1cccc(CNC(=O)CCC2CCCN(C(=O)CCc3c(C)noc3C)C2)c1 (centres undefined) | -5 | 4 | 11 | -8 | 7 | 8 | 13 | -3 | 15 | -6 | 11
COC(=O)c1ccc2nc(C)cc(Nc3ccc(N(C)C)cc3)c2c1 | -15 | 4 | -10 | -20 | 5 | -11 | 14 | -7 | -14 | 4 | 2
O=C(C1CCCN1S(=O)(=O)c1ccc(Cl)cc1)N1CCN(c2ccccc2)CC1 (centres undefined) | 12 | 0 | 9 | -9 | 16 | -2 | 2 | -3 | 14 | -2 | -9
Cc1ccccc1NC(=O)Cn1c(=O)oc2ccccc21 | -4 | -14 | 5 | 15 | 9 | -10 | 3 | 16 | -4 | 5 | -7
CC1CN(c2cc(=O)n(Cc3ccc(F)cc3)c(=O)[nH]2)CC(C)O1 (centres undefined) | -5 | 8 | -8 | -3 | 5 | 18 | -7 | -6 | 12 | -1 | 12
CC(=O)Nc1cccc(OCC(=O)NC(C)C(C)C)c1 (centres undefined) | 1 | 1 | -7 | -5 | 15 | 6 | 2 | -3 | 12 | -5 | 3
CN1C(=O)CN(CCN2CC(=O)N(C)C(=O)C2)CC1=O | -20 | -13 | 10 | 8 | -5 | -2 | 14 | -19 | -23 | 6 | -1
CCCNS(=O)(=O)c1ccc(OCC(=O)Nc2ccc3c(c2)OCO3)cc1 | -9 | 3 | 6 | 2 | 25 | 5 | 16 | -1 | -32 | -4 | 12
CCOC(=O)c1ccc(NC(=O)Cn2cccc2)cc1 | 11 | -3 | -3 | -33 | -28 | 2 | . | -9 | . | -2 | -15
O=C(CCNC(=O)c1ccccc1Cl)N/N=C\c1ccc(O)cc1 | 2 | 17 | 11 | 1 | 3 | 3 | 7 | 4 | 10 | -1 | 8
O=C(COC(=O)c1cccc(S(=O)(=O)N2CCCCC2)c1)NC1CCCCC1 | -9 | 5 | 15 | 6 | -8 | -20 | -5 | 8 | 22 | -1 | -11
COc1ccc(-n2c(N)c(C(=O)NCC3CCCO3)c3nc4ccccc4nc32)c(OC)c1 (centres undefined) | 19 | 11 | 9 | -16 | -4 | -5 | -15 | -14 | -26 | -13 | -3
COc1ccc(C2C(C#N)=C(/N=C/N3CCOCC3)OC3=C2C(=O)CC(C)(C)C3)cc1OC (centres undefined) | 21 | -5 | -3 | -8 | -1 | 18 | 10 | 6 | -7 | -7 | 9

3 entries from above in another layout:
| SMILES | TWEAK-Fn14 inh | TRAIL sens C8 | TROY NFkB inh | NCOA1 inh | NR5A2 inv ag | KKLEB cytotox | COUP-TFII inh | CF NFkB inh | NCOA2 inhibitor | LMP1 NFkB inh | NCOA3 inh |
| --- | --- | --- | --- | --- | --- | --- | --- | --- | --- | --- | --- |
| COC(=O)c1ccc2nc(C)cc(Nc3ccc(N(C)C)cc3)c2c1 | -15 | 4 | -10 | -20 | 5 | -11 | 14 | -7 | -14 | 4 | 2 |
| O=C(C1CCCN1S(=O)(=O)c1ccc(Cl)cc1)N1CCN(c2ccccc2)CC1 (centres undefined) | 12 | 0 | 9 | -9 | 16 | -2 | 2 | -3 | 14 | -2 | -9 |
| Cc1ccccc1NC(=O)Cn1c(=O)oc2ccccc21 | -4 | -14 | 5 | 15 | 9 | -10 | 3 | 16 | -4 | 5 | -7 |

Other compounds follow:
SMILES | TWEAK-Fn14 inh | TRAIL sens C8 | TROY NFkB inh | NCOA1 inh | NR5A2 inv ag | KKLEB cytotox | COUP-TFII inh | CF NFkB inh | NCOA2 inhibitor | LMP1 NFkB inh | NCOA3 inh
CCCc1cc(=O)oc2cc(OCc3cc(OC)c(OC)c(OC)c3)c(Cl)cc12 | -43 | -8 | 7 | -5 | 10 | -20 | -3 | 12 | -9 | 12 | 18
Cc1occc1-c1nnc(SCC(=O)NC2CCCCC2C)o1 (centres undefined) | 1 | 5 | 4 | -3 | -24 | -6 | 2 | 1 | 0 | 0 | 11
CCC1(C)Cc2ccccc2C(=S)N1 (centres undefined) | 1 | -9 | -6 | -2 | 0 | 2 | 8 | -5 | -5 | 5 | 1
O=C(COC(=O)c1ccc(N2CCOCC2)c([N+](=O)[O-])c1)Nc1ccc2c(c1)OCO2 | 8 | -3 | 4 | -5 | 1 | 9 | -7 | -7 | -13 | -16 | 7
CCCN1CCN(CCCNC(=O)c2cc3c(s2)-c2ccccc2OC3)CC1 | -22 | 24 | -23 | -2 | 2 | -4 | -16 | -19 | -19 | . | 19
COc1cc(C)ccc1OCc1cc(C(=O)N2CCCCCCC2)no1 | -26 | 5 | -76 | -41 | -77 | -8 | 0 | 22 | -51 | -36 | -38
O=C(N/N=C\c1cccc(Cl)c1)c1n[nH]c2c1CCCC2 | 43 | 21 | 24 | -96 | -126 | -14 | -48 | 4 | -42 | -30 | -71
CCOC(=O)c1ccc(NC(=O)CNC(=O)c2ccccc2)cc1 | -24 | -12 | -20 | 8 | 2 | 8 | 16 | 6 | -41 | -4 | 3
CCC(CC)C(=O)Nc1ccc(-c2cn3cccnc3n2)cc1 | -12 | -3 | -12 | -18 | -18 | 4 | 8 | -3 | -48 | 5 | -14
COc1ccc(CC(=O)Oc2ccc(F)cc2)cc1 | -10 | -5 | 14 | 3 | -8 | -11 | 10 | -5 | 27 | -1 | -3
O=C1C2C3C=CC(C3)C2C(=O)N1c1cccc2ccccc12 (centres undefined) | 14 | -4 | 7 | 22 | -7 | -4 | -5 | -3 | -22 | -1 | 6
Cc1ccc(-n2cc(CN3CCCN(C=O)CC3)c(-c3ccc(F)cc3)n2)cc1 | -14 | 3 | -9 | -6 | 15 | 1 | -5 | 14 | 13 | 2 | -7
CC(C)n1c(-c2ccccc2F)n[nH]c1=S | -2 | -6 | -8 | 4 | -12 | -1 | 7 | -13 | 19 | -7 | -4
OCC(CO)(CO)NCC(O)CN1c2ccccc2Sc2ccccc21 (centres undefined) | -4 | 4 | -1 | -4 | -7 | 1 | . | -3 | . | -1 | 8
COc1ccc(-c2cc3c(c4c2ccn4C)C2CCC3O2)cc1OC (centres undefined) | -19 | -5 | 9 | 5 | -8 | -3 | -10 | 8 | -12 | . | 13
CCCn1c(SCC(=O)Nc2ccccc2Oc2ccccc2)n[nH]c1=O | 10 | 3 | 3 | -9 | 19 | 2 | 1 | 1 | 11 | -5 | -12
CN1C(=O)/C(=C/c2ccc3c(c2)OCO3)N=C1c1ccccc1 | -6 | -3 | 9 | 9 | 1 | 4 | 11 | 2 | 0 | -2 | -10
CN(C)/C=C(\C(=O)c1ccccc1)c1nnnn1-c1ccccc1 | 4 | -11 | -7 | 12 | -13 | -9 | 15 | 15 | 10 | -3 | 23
COc1ccc2nc(NC(=O)c3ccccc3F)sc2c1 | 47 | 69* | -24 | -72 | -155 | -18 | -64 | -14 | -39 | -19 | -99
O=C(NC1CCCCC1)N1CCC(c2nc3ccc(Cl)cc3[nH]2)CC1 | 9 | -1 | -2 | 1 | -10 | -12 | 3 | 13 | -5 | -2 | -1
CC1=C(C(=O)OC(C)(C)C)C(c2cccc3ccccc23)NC(=O)N1 (centres undefined) | 4 | 6 | -17 | 13 | -12 | 4 | 21 | 15 | -20 | . | -4

Screening results deposited in PubChem by several laboratories.
